Assay outcomes: PubChem BioAssay, National Center for Advancing Translational Sciences (NCATS)
Cycloheximide cs = Cycloheximide Counterscreen for Small Molecule Inhibitors of Shiga Toxin; cell reporter, cycloheximide protein synthesis inhibition counterscreen; max response, %; actives 12% (n = 300,000); in the data active means max response mostly above about 13%, no sharp cut-off; inactive means mostly below about 14%; further: read at 38.3 µM for the half of the compounds with a filed dose; 0% is about no effect
Shiga toxin inh = A qHTS for Small Molecule Inhibitors of Shiga Toxin; actives 9.2% (n = 290,000); inhibition, % at 38.7 µM; Vero cells, Shiga toxin protein synthesis inhibition reporter; in the data active means inhibition mostly above about 28%, no sharp cut-off; inactive means mostly below about 43%; further: 0% is about no effect
Pf growth 96h = Primary qHTS for delayed death inhibitors of the malarial parasite plastid, 96 hour incubation. AID 504834, 2011. Potency, µM (highest dose often 28.7 µM), without a hit: at the highest dose activity change, negative = inhibition, most hits filed as inhibitors. P. falciparum luciferase reporter growth, 96 h. actives 6.9% (n = 320,000); further: potency means the concentration at half of the fitted maximal effect; on the % scale 0 is the no-effect control and ±100 the full control effect
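P. falciparum expressing integrated firefly luciferase, in erythrocytes at 2% hematocrit, 0.05% parasitemia, incubated with compounds 96 h at 37 C, 5% CO2. Growth inhibition read as loss of luminescence; two-generation exposure targets delayed-death apicoplast inhibitors.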
AMA1-RON2 inh = qHTS for Inhibitors of AMA1-RON; Towards Development of Antimalarial Drug Lead: Primary Screen; Potency, µM (top dose mostly 58.2 µM), without a hit: at the top dose activity change, negative = inhibition, usual class: inhibitors; AlphaScreen AMA1-biotinylated RON2 peptide binding; AID 720542, 2013; actives 0.2% (n = 360,000);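 further: potency means the concentration at half of the fitted maximal effect; 0% = vehicle wells and -100% = peptide control; nearly all actives have a fitted effect of over 45% in size; some results filed as inactive show a strong effect at the top dose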
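AMA1 (3D7) with his tag at 25 nM final met compounds first, then biotinylated RON2 peptide at 25 nM; detection used donor plus acceptor beads, 10 µg/mL apiece, read by AlphaScreen after 30 min at room temperature.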
Tb PYK inh = qHTS of Trypanosoma Brucei Inhibitors; pyruvate kinase (Trypanosoma brucei), Q57TT1; TbPYK enzyme, Kinase-Glo Plus ATP luminescence, 45 min; Potency, µM (series often up to 76.8 µM), without a hit: at the top dose activity, negative = inhibition, most hits filed as inhibitors; actives 0.12% (n = 410,000); AID 624173, 2012; further: potency means the concentration at half of the fitted maximal effect; on the % scale 0 is the no-effect control and ±100 the full control effect; nearly all actives have a fitted effect of over 50% in size
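Quantitative HTS: titrated library compounds versus trypanosomal pyruvate kinase in TEA buffer (pH 7.2) containing KCl, MgCl2, BSA and Tween-20. Reactions were initiated with ADP, 130 uM final. Kinase-Glo Plus luminescence was read after 45 min at RT.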
LmPK inhibitor = qHTS Assay for Inhibitors of Leishmania Mexicana Pyruvate Kinase (LmPK) | Q27686 | actives 0.37% (n = 290,000) | AID 1721, 2009 | Potency, µM (doses to about 57.5 µM), without a hit: top-dose activity change, negative = inhibition, most hits filed as inhibitors | purified LmPK, Kinase-Glo ATP luminescence, 1 h; further: potency means the concentration at half of the fitted maximal effect; on the % scale 0 is the no-effect control and ±100 the full control effect
Target sequence (Q27686 whole entry, looked up): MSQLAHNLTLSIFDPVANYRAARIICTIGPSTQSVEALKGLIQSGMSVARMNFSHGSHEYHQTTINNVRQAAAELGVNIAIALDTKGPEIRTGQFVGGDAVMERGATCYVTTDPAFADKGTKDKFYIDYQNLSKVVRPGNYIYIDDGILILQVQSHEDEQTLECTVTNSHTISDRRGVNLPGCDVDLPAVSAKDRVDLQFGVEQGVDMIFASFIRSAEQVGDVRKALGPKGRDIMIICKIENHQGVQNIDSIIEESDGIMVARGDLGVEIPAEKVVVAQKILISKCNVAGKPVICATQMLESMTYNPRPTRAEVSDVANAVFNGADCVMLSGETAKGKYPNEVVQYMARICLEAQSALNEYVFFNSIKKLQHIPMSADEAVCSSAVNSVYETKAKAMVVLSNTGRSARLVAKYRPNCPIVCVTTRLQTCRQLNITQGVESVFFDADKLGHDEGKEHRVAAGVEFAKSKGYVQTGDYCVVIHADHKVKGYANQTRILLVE
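Purified LmPK (0.1 nM) with 0.5 mM PEP and 0.1 mM ADP in imidazole buffer pH 7.2 with MgCl2/KCl, 1 h at room temperature. ATP formed was read by luciferase luminescence and normalized to no-enzyme and uninhibited controls.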
Pf growth 48h = Primary qHTS for delayed death inhibitors of the malarial parasite plastid, 48 hour incubation; P. falciparum luciferase growth in erythrocytes, 48 h; Potency, µM (series often up to 28.7 µM), without a hit: at the highest dose activity change, negative = inhibition, actives largely listed as inhibitors; actives 5.9% (n = 310,000); further: potency means the concentration at half of the fitted maximal effect; on the % scale 0 is the no-effect control and ±100 the full control effect
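In quantitative HTS format, infected erythrocytes bearing luciferase-reporter parasites were treated for a single generation at 37 C. Luminescence after adding detection reagent served as the growth measure.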
Starred values were filed as active, the others as inactive; ? = inconclusive; / = not tested or not shown; & = joins results of further samples; [ ] = dose if it differs, or a comment. Unless noted, the call rests on the fitted dose curve; in most records, active means well fitted curve in the direction sought with a large enough effect; inconclusive means small, poorly fitted or top-dose-only effect, or another doubt; inactive means no such curve, though single readings can be large; an effect the other way counts as inactive or inconclusive.

SMILES | Cycloheximide cs | Shiga toxin inh | Pf growth 96h | AMA1-RON2 inh | Tb PYK inh | LmPK inhibitor | Pf growth 48h
Cc1ccc(CNC(=O)C2CCN(S(=O)(=O)c3cnc[nH]3)CC2)cc1 | -5 | -8 | / | 1% | 19% | 6% | 7%
O=C(Nc1nnc(-c2ccco2)o1)C1CCCCC1 | 14 | 55 | 4% | 124%[activator] | 0% | -10% | /
Nc1c(C(=O)NCc2ccco2)c2nc3ccccc3nc2n1CCN1CCCCC1 | -1 | -10 | 9.3µM* | 49%[activator] | -2% | 1% | ?
Cc1ccc2cc3c(N)[nH]nc3nc2c1 | 21* | 14 | 32%[activator] | 52%[activator] | -12% | 0% | 36%[activator]
O=C(N/N=C/c1cccc(Cl)c1Cl)Nc1ccccc1 | -1 | -28 | 0% | 3% | -4% | 6% | 36%[activator]
CCN1C(=O)C(CC(=O)Nc2ccc(Cl)cc2)N(NC(=O)c2ccncc2)C1=S (configuration not stated) | -3 | -3 | ? | 4% | -6% | -14% | -21%
CC(C)/C=C/CN1CCN(CCCc2ccccc2)C(CCO)C1 (configuration not stated) | -1 | / | ? | -3% | -7% | 6% | 0%
Cc1sc(NC(=O)CS(=O)(=O)c2ccccc2)c(C#N)c1C | / | / | 73%[activator] | 8% | -2% | / | 61%[activator]
CCCOc1ccc(/C=N/NC(=O)CN2CCCCC2)cc1 | -2 | -2 | 8% | 11% | 2% | -3% | ?
COc1cc(OC)cc(-c2cc3nc(C)c(CCC(=O)NC(C)CCc4ccco4)c(C)n3n2)c1 (configuration not stated) | -1 | 8 | 10% | 8% | 0% | -4% | 9.3µM*
CCc1ccc(NC(=O)CN(c2ccccc2)S(=O)(=O)N(C)C)cc1 | 10 | 15 | 20% | 5% | -11% | 6% | -3%
Cc1ccc2[nH]c(=O)c(CN(Cc3cccs3)Cc3nnnn3Cc3ccccc3)cc2c1 | -1 | -5 | -13% | -13% | -12% | 6% | 12µM*
COc1ccc(/C=N/NC(=O)c2ccc(N(C)S(=O)(=O)c3ccccc3)cc2)c(OC)c1 | -4 | -10 | ? | 27% | 4% | -1% | 8%
COc1cccc(CNc2ccc(C(=O)O)cc2)c1OCc1ccccc1 | -1 | -12 | ? | 9% | -3% | 3% | 0%
CCOC(=O)c1ccc(-n2c(CN3CCC(O)CC3)nc3ccc([N+](=O)[O-])cc3c2=O)cc1 | 15 | 4 | 87%[activator] | 19% | 4% | -1% | ?
O=C(CNC(=S)NC(=O)c1ccc(F)cc1)c1ccccc1 | 6 | 10 | 20% | 41%[activator] | -8% | 0% | 40%[activator]
COC(=O)CC1C(=O)NCCN1C(=O)c1ccc(S(=O)(=O)N2CCOCC2)cc1 (configuration not stated) | -1 | -4 | 38%[activator] | 0% | 1% | 3% | ?
Nc1c(-c2ccc(Cl)cc2)nnn1-c1ccccc1 | 45* | 98* | 8% | 0% | -3% | -8% | 107%[activator]
CCOc1ccc(/C=C/C(=O)OCC(=O)Nc2cccc(S(=O)(=O)N3CCCC3)c2)cc1 | / | / | ? | -4% | 0% | / | -65%
O=C(CSc1ccc(Cl)cc1)Nc1cccc(-c2nc3ncccc3o2)c1 | -1 | 6 | ? | -3% | 1% | 1% | ?
CC(C)OCCCNC(=O)C1CC(=O)N(CCc2ccccc2)C1 (configuration not stated) | 3 | 3 | -21% | 4% | 1% | -2% | 3%
CN(Cc1ccccc1)/C(=N/O)c1cccc(Cl)c1 | 0 | -1 | -13% | -8% | -2% | 2% | -5%
COc1cccc(C2=NN(C(=O)c3ccco3)C(O)(C(F)(F)F)C2)c1 (configuration not stated) | 22 | 4 | -22% | 12% | 5% | 1% | 4.1µM*
COc1cccc2nc3cc(C)c(C)cc3nc12 | 59* | 59* | -20% | -6% | ? | 13µM* | -26%
CCn1cc(C(=O)NCCc2ccccc2)c(=O)c2cc(S(=O)(=O)N3CCCC3)ccc21 | 9 | -7 | ? | 8% | 6% | 3% | ?

Reformatted as labelled records: entries from further up.
Molecule: COc1ccc(/C=N/NC(=O)c2ccc(N(C)S(=O)(=O)c3ccccc3)cc2)c(OC)c1
  Cycloheximide cs = -4; Shiga toxin inh = -10; Pf growth 96h = ?; AMA1-RON2 inh = 27%; Tb PYK inh = 4%; LmPK inhibitor = -1%; Pf growth 48h = 8%

Molecule: O=C(Nc1nnc(-c2ccco2)o1)C1CCCCC1
  Cycloheximide cs = 14; Shiga toxin inh = 55; Pf growth 96h = 4%; AMA1-RON2 inh = 124%[activator]; Tb PYK inh = 0%; LmPK inhibitor = -10%; Pf growth 48h = /

Continuation:
SMILES | Cycloheximide cs | Shiga toxin inh | Pf growth 96h | AMA1-RON2 inh | Tb PYK inh | LmPK inhibitor | Pf growth 48h
CC(C)C1NC2(C(=O)c3ccccc3C2=O)C2C(=O)N(c3ccc(F)cc3)C(=O)C12 (configuration not stated) | -2 | -13 | ? | 1% | -2% | 1% | -20%
O=C(O)Cc1csc(NC(=O)c2ccco2)n1 | 7 | -2 | / | 5% | -6% | -8% | 16%
CC(N1CCOC1=O)S(=O)(=O)c1ccccc1 (configuration not stated) | -2 | 8 | 23% | -4% | 4% | 1% | /
Oc1ccc(N=Nc2ccc3c(c2)OCCO3)c2ncccc12 | 48* | 95* | 1µM* | 18% | -9% | -10% | ?
Cc1nnc(SCCCn2c(N3CCN(c4ccccc4)CC3)nc3c2c(=O)[nH]c(=O)n3C)s1 | 2 | -14 | 39%[activator] | -2% | -1% | 4% | ?
Nc1cc(N)nc(SCC(=O)NNC(=O)c2ccc(Cl)cc2)n1 | -4 | -10 | ? | 63%[activator] | -5% | -3% | 0%
CC(C)[C@H](NC(=O)N1CCn2c1nc1ccccc12)C(=O)N[C@@H](C(=O)O)c1ccccc1 | 3 | 16 | 3% | 130%[activator] | -2% | -2% | 52%[activator]
O=C(Cc1ccc(Cl)cc1)Nc1ccc(N2CCN(C(=O)c3ccco3)CC2)cc1 | -4 | -13 | / | -17% | -16% | -2% | ?
CC(C)CN(CCNC(=O)CN1C(=O)COc2ccc(S(=O)(=O)N3CCC(C)CC3)cc21)CC(C)C | 0 | -1 | 12µM* | 18% | 2% | -2% | ?
CS(=O)(=O)NCCNc1cc(Cl)ccc1[N+](=O)[O-] | -2 | 0 | ? | -6% | -2% | 0% | 5%[5.75 µM]
COCCN1C(=O)/C(=C2/C(=O)N(CC(=O)Nc3ccccc3Cl)c3ccccc32)SC1=S | -2 | -7 | ? | 9% | 3% | 0% | ?
O=C(CNC(=O)c1ccc(Br)o1)NC1CCCCC1 | 1 | -6 | 81%[activator] | 0% | 0% | -9% | 14%
Cc1ccc(C2(C)NC(=O)N(CC(=O)N3c4ccccc4NC(=O)CC3C)C2=O)cc1 (configuration not stated) | / | / | ? | 0% | 0% | / | -19%
CC(=O)Nc1ccc(C(=O)Nc2nc(-c3ccccn3)cs2)cc1 | 19 | 40 | ? | -20% | -27% | -3% | ?
CC1(C)C2CCC1(CS(=O)(=O)NC1CCCC1)C(=O)C2 (configuration not stated) | 5 | 33 | ? | -4% | 3% | 5% | -5%
COc1ccc(Nc2c(-c3ccco3)nc3cccc(C)n23)cc1 | -6 | 18 | 2.6µM* | -25% | 0%&-1% | 0% | 0%
CCN(CC)CCCn1c2c(c(SCC(=O)Nc3nc4ccccc4s3)nc1=O)CCC2 | / | / | 13µM* | 0% | 2% | / | ?
Cc1ccc(C(=O)CSc2ccccn2)cc1 | 46* | 113* | / | -20% | -17% | -28% | 183%[activator]
Cc1ccc(C(=O)NCCCNC(=O)c2ccc(C)nc2)cc1 | -5 | 4 | 98%[activator] | -5% | -2% | -3% | -1%
Cc1cccc(NC(=O)CSc2nnc(CN3CCOCC3)n2C)c1C | -2 | 24 | 16% | 0% | 6% | 0% | 3%
C=CCN(c1ccccc1)S(=O)(=O)c1cccc(C(=O)NCC(c2ccc(OC)cc2)N2CCCCC2)c1 (configuration not stated) | / | / | ? | -20% | -8% | / | 10µM*
O=c1cc(-c2ccccc2)nc2n1Cc1ccccc1-2 | 2 | 3 | 4% | -6% | 4% | 2% | /
Cc1cc(C)c2c(CN3CCN(C)CC3)cc(=O)oc2c1 | -1 | -16 | / | 8% | -1% | -2% | 20%
Cc1[nH]n(-c2ccccc2)c(=S)c1C=Nc1cccc([N+](=O)[O-])c1 | -2 | 1 | 9% | 8% | 3.2µM* | -27% | 15%
O=C(c1cccc([N+](=O)[O-])c1)N1CCN(c2cccc(Cl)c2)CC1 | -3 | -4 | ? | -10% | -2% | 3% | 8%

Random excerpt: two compounds from above.
SMILES | Cycloheximide cs | Shiga toxin inh | Pf growth 96h | AMA1-RON2 inh | Tb PYK inh | LmPK inhibitor | Pf growth 48h
COCCN1C(=O)/C(=C2/C(=O)N(CC(=O)Nc3ccccc3Cl)c3ccccc32)SC1=S | -2 | -7 | ? | 9% | 3% | 0% | ?
COc1ccc(Nc2c(-c3ccco3)nc3cccc(C)n23)cc1 | -6 | 18 | 2.6µM* | -25% | 0%&-1% | 0% | 0%

Carrying on.
SMILES | Cycloheximide cs | Shiga toxin inh | Pf growth 96h | AMA1-RON2 inh | Tb PYK inh | LmPK inhibitor | Pf growth 48h
Cn1c(=S)n(C)c2ccccc21 | 3 | 8 | 20% | -2% | -2% | -1% | 14%
C=C(C)C1CC=C(C)/C(=N/NC(=O)C2CC2c2ccccc2)C1 (configuration not stated) | 11 | 30 | 2% | 7% | -1% | 10% | ?
CCOC(=O)[C@H]1[C@H]2COc3cc(OC)ccc3[C@@H]2N2C(=O)c3cc(C)ccc3NC(=O)[C@@]12C | / | / | 2.3µM* | -4% | -6% | / | 4.7µM*
CCN(CC)C(=O)COc1ccc2c(c1)C(=O)CC(C)(C)O2 | 14 | 39 | 9.3µM* | 4% | 0% | -2% | -13%
Cc1ccc(C(=O)CCC(=O)NNC(=O)c2ccccc2O)cc1 | / | / | -10% | 64%[activator] | 5% | / | ?
N#Cc1c(-n2cccc2C=O)sc2c1CCCC2 | 14 | 21 | 26% | -17% | -1% | 5% | 14%

Arranged by heavy-atom count (high to low): some entries from above
SMILES | Cycloheximide cs | Shiga toxin inh | Pf growth 96h | AMA1-RON2 inh | Tb PYK inh | LmPK inhibitor | Pf growth 48h
COCCN1C(=O)/C(=C2/C(=O)N(CC(=O)Nc3ccccc3Cl)c3ccccc32)SC1=S | -2 | -7 | ? | 9% | 3% | 0% | ?
Cc1cccc(NC(=O)CSc2nnc(CN3CCOCC3)n2C)c1C | -2 | 24 | 16% | 0% | 6% | 0% | 3%
CC(C)/C=C/CN1CCN(CCCc2ccccc2)C(CCO)C1 (configuration not stated) | -1 | / | ? | -3% | -7% | 6% | 0%
Oc1ccc(N=Nc2ccc3c(c2)OCCO3)c2ncccc12 | 48* | 95* | 1µM* | 18% | -9% | -10% | ?
CC1(C)C2CCC1(CS(=O)(=O)NC1CCCC1)C(=O)C2 (configuration not stated) | 5 | 33 | ? | -4% | 3% | 5% | -5%
COc1cccc2nc3cc(C)c(C)cc3nc12 | 59* | 59* | -20% | -6% | ? | 13µM* | -26%
